H1N1 NS1A inhibition: NS1A inhibition, H1N1 influenza, cell based functional assay (AID 504329). NS1A functional cell-based assay, percent inhibition; higher % means a stronger effect. one-dose inhibition, % at 12.5 µM; IC50 in µM for titrated hits. 340,000 tested, 0.3% active; in the data active = a potency from the dose series; inconclusive = inhibition above about 27% without an active follow-up result; also: strong numbers were not always called active
Salmonella PhoP GFP: PhoP regulon inhibitors, Salmonella typhi PhoP promoter GFP reporter, confirmatory (AID 1850); Salmonella Typhi PhoP-promoter GFP reporter, fluorescence, 4 h; higher % means a stronger effect; one-dose inhibition, % at 50 µM; IC50 in µM for titrated hits; 310,000 tested, 0.33% active; in the data active = a potency from the dose series; inconclusive = inhibition mostly from about 25% at the one dose, without a potency; inactive = the rest, 99 in 100 with inhibition below about 19%;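 also: 0% = induced wells with vehicle and 100% = uninduced wells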
VEEV TC-83 Vero: inhibitors of VEEV TC-83 cytopathic effect, confirmation, Vero cells (AID 588727). Vero cells, VEEV TC-83 cytopathic effect inhibition; higher % means a stronger effect. one-dose inhibition, % at 20 µM; IC50 in µM for titrated hits. 350,000 tested, 0.13% active; in the data active = a potency from the dose series; inconclusive = inhibition mostly from about 14% at the one dose, without a potency; inactive = the rest, 99 in 100 with inhibition below about 12%; also: strong numbers were not always called active
tuberculosis growth: growth inhibition of non-replicating M. tuberculosis (AID 488890) | inhibition, % at 25 µM; hits with a dose series show IC50 in µM | Mycobacterium tuberculosis non-replicating, growth inhibition; higher % means a stronger effect | 320,000 tested, 0.39% active; in the data active = a potency from the dose series; inconclusive = inhibition mostly from about 82% at the one dose, without a potency; inactive = the rest, 99 in 100 with inhibition below about 76%;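 also: plate controls were DMSO cells for no effect and high antibiotic wells for full effect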
H37Rv inhibition: M. tuberculosis growth inhibition, HTS (AID 449762). M. tuberculosis H37Rv growth inhibition, 7H9 media; higher % means a stronger effect. inhibition, % at 25 µM; hits with a dose series show IC50 in µM. 330,000 tested, 0.59% active; in the data active = a potency from the dose series; inconclusive = inhibition above about 70% without an active follow-up result;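 also: bacterial growth assessed after seven days of incubation; strong numbers were not always called active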
VEEV TC-83 Vero 10K pilot screen: also measured in VEEV TC-83 Vero; calls as there; inhibition, %; measured here: 10K pilot screen inhibition
Starred values were filed as active, the others as inactive; i = inactive; ? = inconclusive; · = no result given.

Preview, 15 compounds:
SMILES | H1N1 NS1A inhibition | Salmonella PhoP GFP | VEEV TC-83 Vero | tuberculosis growth | H37Rv inhibition | others
O=C(NC1CCCCC1)N1CCCC(CNS(=O)(=O)Cc2ccccc2)C1 (configuration not stated) | 1% | -7% | i | 6% | -6%
CCOc1cc(C#N)ccc1OCC(=O)N1CCc2ccccc2C1 | -28% | -1% | 1.3% | 16% | 3%
CCCCn1c(N)c(N(CC(C)C)C(=O)CN2C(=O)C3CCCCC3C2=O)c(=O)[nH]c1=O (configuration not stated) | -1% | -6% | 3.6% | 8% | -8%
Cn1c(=O)oc2cc(S(=O)(=O)N3CCC(C(=O)NCc4cccs4)CC3)ccc21 | 4% | -2% | 0.2% | · | 3%
CC(=O)Nc1ccc(S(=O)(=O)N2CCN(C(=O)N3CCCC3)CC2)cc1 | 3% | 9% | i | -4% | 4%
c1ccc(N2CCN(c3ncnc4c3oc3ccccc34)CC2)cc1 | -7% | 5% | 9.7% | 35% | -11% | VEEV TC-83 Vero 10K pilot screen=9.5
CN1CCN(C(=O)CCCOc2cc(=O)n(C)c3ccccc23)CC1 | 12% | 4% | 5.0% | -16% | -5%
COCCn1c(C)cc(/C=C2/NC(=O)N(c3ccc(Cl)cc3)C2=O)c1C | 3% | -4% | 0.9% | -11% | -14%
Cc1cc(NS(=O)(=O)c2ccc(NC(=O)CCSc3ccc(F)cc3)cc2)nc(C)n1 | 19% | 23% | ? | 36% | 2%
COc1ccc(CNC(=O)C23CC4CC(CC(Br)(C4)C2)C3)cc1 | 9% | 7% | 0.5% | -6% | -1%
N#Cc1c(C(F)(F)F)cc(-c2ccccc2Cl)[nH]c1=O | 5% | -16% | 1.4% | 50% | -7%
Cc1ccc(Cl)cc1N1CCN(C(=O)CSc2nnc3n2C(C)(C)Cc2ccccc2-3)CC1 | -37% | -10% | 0.4% | ? | -4%
CCC(=O)Nc1nonc1-c1nc2ccccc2n1CC(C)C | -9% | 2% | 0.4% | 25% | 3%
C=C1SC(=Nc2c(C)cc(C)cc2C)N(C(=O)c2sc3ccccc3c2Cl)C12CCCCC2 | -3% | -9% | i | 12% | 12%
CN(C)CCNC(=O)c1coc(=O)c(Br)c1 | -19% | -1% | 1.7% | -2% | -1%

Results, from the first entry:
SMILES | H1N1 NS1A inhibition | Salmonella PhoP GFP | VEEV TC-83 Vero | tuberculosis growth | H37Rv inhibition | others
O=C(NC1CCCCC1)N1CCCC(CNS(=O)(=O)Cc2ccccc2)C1 (configuration not stated) | 1% | -7% | i | 6% | -6%
CCOc1cc(C#N)ccc1OCC(=O)N1CCc2ccccc2C1 | -28% | -1% | 1.3% | 16% | 3%
CCCCn1c(N)c(N(CC(C)C)C(=O)CN2C(=O)C3CCCCC3C2=O)c(=O)[nH]c1=O (configuration not stated) | -1% | -6% | 3.6% | 8% | -8%
Cn1c(=O)oc2cc(S(=O)(=O)N3CCC(C(=O)NCc4cccs4)CC3)ccc21 | 4% | -2% | 0.2% | · | 3%
CC(=O)Nc1ccc(S(=O)(=O)N2CCN(C(=O)N3CCCC3)CC2)cc1 | 3% | 9% | i | -4% | 4%
c1ccc(N2CCN(c3ncnc4c3oc3ccccc34)CC2)cc1 | -7% | 5% | 9.7% | 35% | -11% | VEEV TC-83 Vero 10K pilot screen=9.5
CN1CCN(C(=O)CCCOc2cc(=O)n(C)c3ccccc23)CC1 | 12% | 4% | 5.0% | -16% | -5%
COCCn1c(C)cc(/C=C2/NC(=O)N(c3ccc(Cl)cc3)C2=O)c1C | 3% | -4% | 0.9% | -11% | -14%
Cc1cc(NS(=O)(=O)c2ccc(NC(=O)CCSc3ccc(F)cc3)cc2)nc(C)n1 | 19% | 23% | ? | 36% | 2%
COc1ccc(CNC(=O)C23CC4CC(CC(Br)(C4)C2)C3)cc1 | 9% | 7% | 0.5% | -6% | -1%
N#Cc1c(C(F)(F)F)cc(-c2ccccc2Cl)[nH]c1=O | 5% | -16% | 1.4% | 50% | -7%
Cc1ccc(Cl)cc1N1CCN(C(=O)CSc2nnc3n2C(C)(C)Cc2ccccc2-3)CC1 | -37% | -10% | 0.4% | ? | -4%
CCC(=O)Nc1nonc1-c1nc2ccccc2n1CC(C)C | -9% | 2% | 0.4% | 25% | 3%
C=C1SC(=Nc2c(C)cc(C)cc2C)N(C(=O)c2sc3ccccc3c2Cl)C12CCCCC2 | -3% | -9% | i | 12% | 12%
CN(C)CCNC(=O)c1coc(=O)c(Br)c1 | -19% | -1% | 1.7% | -2% | -1%
Cc1cccc(C2=NN(c3ccccc3)[C@@H](C(=O)N3CCOC3=O)[C@@H]2c2ccc(F)cc2)c1 | 12% | · | 4.7% | · | ·
Cc1n[nH]c(C)c1S(=O)(=O)N1CCCC(C(=O)O)C1 (configuration not stated) | -9% | · | 1.3% | 0% | -10%
CCOc1ccc2nc(SCC(=O)N3c4ccccc4Sc4ccccc43)c(C#N)cc2c1 | -5% | -9% | 5.2% | -23% | 3%
Cc1ccc(CS(=O)Cc2ccc(C(=O)NC3CCC(C)CC3)o2)cc1 (configuration not stated) | 7% | 7% | 1.5% | 3% | -10%
Cc1ccc(NC(=O)c2ccn(C(=O)Nc3ccccc3)n2)c(C)c1 | -1% | 12% | 0.4% | -13% | 3%
O=C1CC(c2ccccc2Cl)=NN(c2ncnc3ccccc23)C1=O | 4% | 7% | i | -10% | -2%
Cn1nnnc1SCC(=O)Nc1cccc(S(=O)(=O)N2CCCCC2)c1 | -8% | · | 2.3% | -3% | -14%
C=CCn1c(NCCc2ccccc2)nc2c1c(=O)n(C)c(=O)n2C | -23% | 4% | 10% | 0% | -13%
Cc1nc2[nH]c(=O)c3c(n2n1)NC1=C(C(=O)CC(C)(C)C1)C3c1ccc(F)cc1 (configuration not stated) | 0% | -2% | 3.9% | 12% | 13%
C=CCn1c(NC(=O)c2ccccc2)nc2ccccc21 | -15% | -8% | 0.2% | i | ?
COc1ccc(OCc2cc(C(=O)N(C)Cc3cnccn3)no2)c(Cl)c1 | -12% | -5% | 4.7% | 7% | -8%
CCOc1cc(/C=C2\C(=N)N3N=C(CC)SC3=NC2=O)ccc1OCCOc1ccc(NC(C)=O)cc1 | -1% | -12% | 0.4% | 7% | 7%
O=C(Cn1c(=O)oc2ccccc21)c1ccccc1 | -5% | 7% | i | -5% | 1%
O=C(O)CCn1cc(C=C2C(=O)NC(=S)NC2=O)c(-c2ccccc2)n1 | -4% | 12% | 1.4% | 11% | -4%
O=C(NCC(O)c1ccc([N+](=O)[O-])cc1)c1cccc(S(=O)(=O)N2CCCC2)c1 (configuration not stated) | 3% | 15% | 0.7% | 3% | -1%
COc1ccccc1C=NNC(=O)C(=O)NN=Cc1ccccc1OC | -12% | · | i | · | ·
O=C(CCN1CCOCC1)NNC(=O)c1ccc([N+](=O)[O-])cc1[N+](=O)[O-] | -15% | · | i | 18% | 3%
O=C(CSc1nnc(Cn2cnc3ccccc32)o1)Nc1cccc2ccccc12 | 3% | 4% | 5.1% | 22% | 4%
Cc1ccc(OCCOc2ccc(Br)cc2/C=N\NC(N)=O)cc1 | -8% | -5% | 1.4% | 7% | 9%
CC(C)(C)OC(=O)N[C@H](Cc1ccccc1)C(=O)N1CCC(C(=O)O)CC1 | -5% | 2% | 2.2% | -9% | 1%
CCN(C(=O)CSc1ccc2c(c1)OCCO2)C1CCS(=O)(=O)C1 (configuration not stated) | -2% | -4% | 0.2% | -5% | -8%
CC1(C)Cc2cccc(OCC(O)CN3CCN(c4ccccn4)CC3)c2O1 (configuration not stated) | -2% | · | 1.5% | · | ·
C/C(=N/NS(=O)(=O)c1ccc(Br)cc1)c1c[nH]c2ccccc12 | 12% | -4% | 0.2% | -3% | 3%
Cc1cccc(CNc2ccc(C(CC(N)=O)NC(=O)c3ccccc3)cc2[N+](=O)[O-])c1 (configuration not stated) | -1% | -14% | 0.6% | -11% | 2%
CCCCOc1ccc(-c2cn3ccccc3n2)cc1[N+](=O)[O-] | -11% | -3% | 3.9% | -11% | ?
COc1ccc(S(=O)(=O)NCCOc2ccccc2)cc1C | -13% | 9% | 0.3% | -2% | -6%
Cc1ccc(-c2cc(C(=O)N/N=C/C=C/c3ccco3)c3ccccc3n2)cc1C | -5% | 8% | 10% | 1% | ?
COc1ccc(Cc2nnc(SCc3nc4ccccc4c(=O)[nH]3)n2C)cc1 | -4% | -1% | 0.1% | -15% | -1%
CN(CCO)c1nc(NCc2ccccc2)c2cnn(C)c2n1 | -9% | 4% | 2.3% | 0% | 3%
Cc1ccccc1C(=O)c1cccn1CC(=O)NCc1ccccc1 | -10% | -21% | 0.5% | 12% | 0%

Arranged by heavy-atom count (highest first): three of the compounds above
SMILES | H1N1 NS1A inhibition | Salmonella PhoP GFP | VEEV TC-83 Vero | tuberculosis growth | H37Rv inhibition | others
COc1ccc(Cc2nnc(SCc3nc4ccccc4c(=O)[nH]3)n2C)cc1 | -4% | -1% | 0.1% | -15% | -1%
CC(C)(C)OC(=O)N[C@H](Cc1ccccc1)C(=O)N1CCC(C(=O)O)CC1 | -5% | 2% | 2.2% | -9% | 1%
COc1ccc(CNC(=O)C23CC4CC(CC(Br)(C4)C2)C3)cc1 | 9% | 7% | 0.5% | -6% | -1%

More records.
SMILES | H1N1 NS1A inhibition | Salmonella PhoP GFP | VEEV TC-83 Vero | tuberculosis growth | H37Rv inhibition | others
COc1cc(C(=O)NC2CCCC(C)C2C)ccc1OCC(=O)N1CCOCC1 (configuration not stated) | -9% | · | 0.7% | -9% | -3%
Cc1ccc(NC(=O)C(C)Sc2nnc(C)n2C)cc1 (configuration not stated) | -21% | 2% | 1.4% | -21% | -2%
O=C(CCCN=C1NS(=O)(=O)c2ccccc21)OCC(=O)c1ccc(F)c(F)c1 | 11% | 9% | 0.6% | -8% | 2%
CC(C)(C)c1cc(C(=S)N2CCN(CCO)CC2)cc(C(C)(C)C)c1O | 0% | -8% | i | 20% | -4%
O=C(CCNC(=O)c1ccc([N+](=O)[O-])cc1)NNC(=O)c1ccncc1 | 11% | -7% | 0.9% | 60% | 10%
CC(C)c1cc(C(=O)NC2CCCCC2)no1 | -11% | 3% | i | ? | 2%

Screening results: PubChem, Southern Research Specialized Biocontainment Screening Center
